High-throughput results from PubChem.
Pol beta inh – blocks human DNA polymerase beta activity; actives 1.3% (n = 340,000); Potency, µM (doses to about 114 µM), for the others: at the highest dose activity change, negative = inhibition, most hits filed as inhibitors; AID 485314; Pol beta primer extension/strand displacement, fluorescence kinetic; further: potency means the concentration at half of the fitted maximal effect; on the % scale 0 is the no-effect control and ±100 the full control effect
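Enzyme-only controls used 10 nM Pol beta; buffer lacking enzyme served as negative control. Compound preincubated 15 min, then 50 nM substrate added; 0 and 10 min reads at room temperature.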
Pol eta inh – DNA polymerase eta (human) inhibition. Q9Y253. recombinant Pol eta, fluorescent DNA replication assay. Potency, µM (highest dose often 114 µM), for the others: top-dose activity change, negative = inhibition, most hits filed as inhibitors. actives 1.2% (n = 390,000). AID 588591; further: potency means the concentration at half of the fitted maximal effect; on the % scale 0 is the no-effect control and ±100 the full control effect
Target sequence (Q9Y253 whole entry, looked up): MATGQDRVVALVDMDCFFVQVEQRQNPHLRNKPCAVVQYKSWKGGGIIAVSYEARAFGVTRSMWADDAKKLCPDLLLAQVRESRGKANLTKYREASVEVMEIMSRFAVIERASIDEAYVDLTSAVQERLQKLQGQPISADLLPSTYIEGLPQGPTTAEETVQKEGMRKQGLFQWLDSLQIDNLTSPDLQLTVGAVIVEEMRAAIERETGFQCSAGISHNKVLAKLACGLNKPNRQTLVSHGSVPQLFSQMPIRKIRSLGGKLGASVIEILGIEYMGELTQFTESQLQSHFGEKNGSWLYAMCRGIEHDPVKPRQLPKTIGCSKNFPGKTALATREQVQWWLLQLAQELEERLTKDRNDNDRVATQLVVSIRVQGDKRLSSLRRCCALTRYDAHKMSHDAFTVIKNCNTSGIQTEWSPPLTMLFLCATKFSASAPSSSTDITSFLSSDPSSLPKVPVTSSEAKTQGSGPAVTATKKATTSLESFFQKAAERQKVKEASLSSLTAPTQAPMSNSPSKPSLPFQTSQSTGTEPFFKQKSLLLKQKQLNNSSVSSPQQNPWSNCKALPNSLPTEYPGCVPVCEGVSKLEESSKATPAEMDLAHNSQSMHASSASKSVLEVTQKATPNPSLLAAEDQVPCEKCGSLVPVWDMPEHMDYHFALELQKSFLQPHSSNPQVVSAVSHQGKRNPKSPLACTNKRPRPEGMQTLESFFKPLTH
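Pol eta (10 nM) was preincubated with compounds for 15 min at room temperature, after which fluorescent replication substrate (50 nM final) was added to start the reaction. Fluorescence was read kinetically at 0 and 10 min.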
Pol kappa inh – blocks human DNA polymerase kappa activity; purified Pol kappa, fluorescent DNA synthesis assay, 10 min; Potency, µM (series often up to 107 µM), for the others: at the highest dose activity, negative = inhibition, most hits filed as inhibitors; actives 0.53% (n = 400,000); further: potency means the concentration at half of the fitted maximal effect; on the % scale 0 is the no-effect control and ±100 the full control effect
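First, compounds were pin-transferred onto 10 nM Pol kappa. After 15 min at room temperature, substrate was added to 50 nM final. Fluorescence was then measured kinetically at 0 and 10 min.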
BLM inh – Bloom syndrome helicase (human) inhibition | P54132 | recombinant BLM DNA unwinding, fluorescence dequenching | Potency, µM (doses to about 56.1 µM), inactives show at the highest dose activity change, negative = inhibition, actives largely listed as inhibitors | actives 0.2% (n = 350,000) | AID 2528;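 further: potency means the concentration at half of the fitted maximal effect; plate controls were vehicle for no effect and no enzyme for full effect; nearly all actives have a fitted effect of over 35% in size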
APE1 inh – blocks human APE1 abasic DNA cleavage | P27695 | recombinant APE1, TAMRA/BHQ-2 abasic DNA cleavage fluorescence | Potency, µM (highest dose often 65.8 µM), without a hit: top-dose activity change, negative = inhibition, actives largely listed as inhibitors | actives 0.35% (n = 350,000) | AID 2517;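 further: potency means the concentration at half of the fitted maximal effect; plate controls were vehicle for no effect and reference inhibitor for full effect; nearly all actives have a fitted effect of over 55% in size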
Target sequence (P27695 whole entry, looked up): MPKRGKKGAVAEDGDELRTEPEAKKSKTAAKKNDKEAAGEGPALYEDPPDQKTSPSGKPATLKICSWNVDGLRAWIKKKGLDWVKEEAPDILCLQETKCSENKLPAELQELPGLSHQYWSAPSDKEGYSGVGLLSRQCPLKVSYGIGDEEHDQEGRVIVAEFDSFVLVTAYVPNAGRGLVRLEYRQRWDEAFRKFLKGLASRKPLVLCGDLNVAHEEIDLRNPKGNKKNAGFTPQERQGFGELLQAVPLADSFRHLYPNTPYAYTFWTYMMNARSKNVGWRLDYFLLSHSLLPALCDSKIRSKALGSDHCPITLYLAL
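Activity was derived from the fluorescence gain between first and third kinetic reads (60 s intervals, ex 525/em 598 nm) after 50 nM THF-abasic TAMRA/BHQ-2 duplex was added to 0.75 nM APE1 preincubated 15 min with compound.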
Apoferritin bind – candidate novel general anesthetic via apoferritin binding | P02791 | actives 0.074% (n = 350,000) | AID 485281 | apoferritin/1-aminoanthracene competitive binding, fluorescence | Potency, µM (top dose mostly 77.5 µM), for inactives: at the top dose activity change, negative = displacement, usual class: inhibitors; further: potency means the concentration at half of the fitted maximal effect; on the % scale 0 is the no-effect control and ±100 the full control effect; nearly all actives have a fitted effect of over 20% in size
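Steps: apoferritin (10 uM) was premixed with half-saturated 1-AMA in PBS, compounds were pin-transferred, plates stood 10 min at room temperature, fluorescence was read at 380/535 nm, and curves were fitted with a Hill equation.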
LDHA block – inhibitors of human lactate dehydrogenase A | P00338 | purified LDHA, NADH/diaphorase-resazurin fluorescence; hits give low values | activity change, % (values are at about 110 or 230 µM) | actives 0.15% (n = 480,000); in the data active means activity change below about -30%; inconclusive means mostly about -25% to -30%;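 further: plate controls were DMSO wells for no effect and wells without enzyme for full effect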
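Human LDH5 (2 nM) was incubated with 0.06 mM NADH and 0.2 mM pyruvate for 5 min at room temperature in Tris pH 7.4. Remaining NADH was coupled through diaphorase/resazurin, and resorufin fluorescence was read at 0 and 20 min.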
Pol iota inh – blocks human DNA polymerase iota activity | Pol iota fluorescent replication assay, 10 min | Potency, µM (doses to about 115 µM), without a hit: top-dose activity, negative = inhibition, usual class: inhibitors | actives 1% (n = 390,000); further: potency means the concentration at half of the fitted maximal effect
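Pol iota at 10 nM preincubated 15 min with compounds at room temperature; reaction started with fluorescent substrate, 50 nM final. Fluorescence read kinetically at 0 and 10 min; buffer-only wells as negative control.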
Glioma ERSR ind – induces the endoplasmic reticulum stress response in human glioma cells | actives 0.02% (n = 420,000) | Potency, µM, without a hit: at the highest dose activation, hits mostly activators | U87-MG GRP78 promoter luciferase reporter, 16 h | AID 602332; further: potency means the concentration at half of the fitted maximal effect; series mostly up to about 76 µM; % of control where 0% means no effect; nearly all actives have a fitted effect of over 35% in size
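Stably transfected U87-MG glioma cells carrying a GRP78-based luciferase sensor; 16 h compound incubation. Luminescence end-point read 10 min after Bright-Glo addition at room temperature.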
The depositor's hits bear a star; ? = inconclusive; . = not tested or not shown; & = joins results of further samples; [ ] = another dose, or the depositor's remark. Unless noted, the call rests on the fitted dose curve; in most records, active means well fitted curve in the direction sought with a large enough effect; inconclusive means small, poorly fitted or top-dose-only effect, or another doubt; inactive means no such curve, though single readings can be large; an effect the other way counts as inactive or inconclusive. These rows are one share of the data (hit frequency here may not be typical).

Second line of a record: APE1 inh | LDHA block | BLM inh | Apoferritin bind | Pol kappa inh | Pol iota inh | Pol beta inh | Pol eta inh | Glioma ERSR ind
- CCOC(=O)C1=C(COC(=O)/C=C/c2ccc(Cl)cc2)NC(=O)NC1C (centres undefined)
  32.3%[activator] | -3.8 | -2.4% | -5.2% | -0.5% | 22.4% | -24.3% | -12.1% | -3.0%
- Cc1ccc(S(N)(=O)=O)cc1NC(=O)/C=C/c1ccc2c(c1)OCO2
  -0.1% | -4.0 | -7.4% | 5.4% | -0.4% | 29.4% | 11.0% | -2.7% | 0.4%
- CC(c1ccccc1)N1CCn2c(nc3cc(NC(=O)NC4CCCCC4)ccc32)C1 (centres undefined)
  27.2% | 19.1 | -12.4% | 3.4% | -9.7% | 45.3%[activator] | -14.3% | 4.4% | 2.7%
- CCc1ccc(S(=O)(=O)N(C(=O)c2ccncc2)c2ccc(OC(=O)c3ccncc3)cc2)cc1
  8.1% | -2.8 | -9.2% | ? | -11.1% | ? | 0.5% | ? | -4.6%
- Cc1cc(SCc2ccc([N+](=O)[O-])cc2)nc(=O)[nH]1
  -5.1% | -0.3 | -21.7% | -11.2% | -13.9% | -1.2% | ? | 25.1µM* | -3.0%
- COc1ccc(N(C(=O)COc2cccc(C)c2)S(=O)(=O)c2ccc(C)cc2)cc1
  1.6% | -1.7 | -0.3% | 52.8%[activator] | -4.2% | 4.7% | ? | -14.1% | -4.0%
- CCOC(=O)N1CCC(NC(=O)Cn2cccc2C(=O)c2ccccc2C)CC1
  -1.6% | -3.1 | -3.2% | -11.3% | 5.9% | -16.1% | -0.4% | -9.8% | -1.0%
- CCn1c2ccccc2c2cc(/C=N/n3cn[nH]c3=S)ccc21
  7.3% | -11.5 | -4.0% | -11.2% | -12.6% | -3.2% | 18.5% | -0.7% | 0.8%
- COc1cccc(C(=O)COC(=O)COc2c(C)cc(C)cc2C)c1
  -19.2% | -10.2 | . | . | -13.2% | 25.2% | . | -29.5% | -2.3%
- Nc1nc(SCC(=O)c2cc3ccccc3o2)n[nH]1
  0.1% | -2.6 | -6.3% | -17.9% | -22.7% | -0.8% | -0.2% | -17.5% | 0.8%
- COCCn1cc(C(=S)N2CCOCC2)c2ccccc21
  8.9% | 0.0 | -1.0% | -12.6% | -3.3% | 12.1% | -0.8% | -12.3% | -0.1%
- Cc1ccc(NC(=O)CN(C)CC(=O)Nc2ccc(N3CCOCC3)cc2)c(C)c1
  5.1% | -3.9 | -3.0% | -0.5% | -3.9% | 136.9%[activator] | 1.8% | -14.8% | -3.7%
- COc1ccc(OC)c(NC(=O)c2ccc(-c3nc(COc4ccccc4)c(C)o3)cc2)c1
  . | 2.3 | -5.2% | -3.3% | -14.7% | 29.1% | 0.2% | -10.3% | -4.1%
- COc1ccc(CN2CCOCCOCCN(Cc3ccc(OC)cc3)CCOCCOCC2)cc1
  16.4% | -5.4 | 3.5% | -0.4% | 1.0% | 101.6%[activator] | 26.1% | -6.8% | -5.3%
- COc1ccc(C(=O)Cc2cc3ccccc3oc2=O)cc1
  0.9% | -8.9 | -7.9% | -7.1% | -20.8% | ? | -21.3% | -8.9% | 1.1%
- O=C(CCCOc1ccccc1)Nc1ccncc1
  -5.8% | -9.4 | -1.2% | -11.9% | 1.0% | 1.6% | 16.9% | 2.3% | -2.4%
- C/C(=N\Nc1nc(C)cc(-c2ccccc2)n1)c1ccc(O)cc1
  -8.5% | 1.6 | 0.5% | -16.8% | 14.1% | -14.1% | -8.5% | -5.5% | 3.8%
- O=C(NCCc1ccncc1)C(F)(F)F
  1.4% | -3.5 | -3.9% | -9.7% | 6.9% | 129.2%[activator] | -11.0% | 8.9% | -3.0%
- CC[n+]1c(C)n(C)c2cc(S(=O)(=O)N(C)C)ccc21
  0.0% | -11.5 | -1.7% | -1.8% | -15.5% | 16.8% | 3.4% | 5.5% | 8.7%
- O=C(O)/C(=C\c1c(C(=O)O)[nH]c2cc(Cl)cc(Cl)c12)c1ccccc1
  6.3% | -22.2 | . | . | -9.4% | 11.5% | . | -5.5% | -1.7%
- N/C(=N\OC(=O)CSc1ccccc1)c1ccc([N+](=O)[O-])cc1
  2.7% | 0.4 | -10.8% | ? | 0.1%[60.1 µM] | 19.5% | -11.1% | -3.3% | 3.7%
- COc1ccc(OC)c(CCNC(=O)c2nn(C)c3c2CSc2ccccc2-3)c1
  . | -0.6 | 0.9% | 4.8% | -0.7% | 7.0% | 4.0% | -8.5% | -4.4%
- O=C(CCS(=O)(=O)c1cccc2nonc12)N1CCN(c2ccc(F)cc2)CC1
  0.6% | 4.2 | -2.7% | -10.5% | -16.1% | 14.0% | 0.1% | 1.1% | -0.5%
- C(=N\N1CCN(c2ccccn2)CC1)/c1ccco1
  0.6% | -6.2 | -3.6% | -3.8% | 1.7% | 20.2% | -5.1% | -16.4% | -0.7%
- Cc1cc(C)nc(N/N=C/c2ccco2)n1
  0.6% | 1.7 | 2.8% | -2.6% | 3.4% | 7.6% | 3.1% | -12.1% | -0.5%
- CCC(C)NC(=O)c1cccc(NC(=O)c2nsc3ccccc23)c1 (centres undefined)
  . | 1.2 | 1.4% | ? | -1.9%[60.1 µM] | 11.3% | 1.2% | -12.6% | -6.3%
- CN1C(=O)C(O)(CC(=O)/C=C\c2ccc3c(c2)OCO3)c2ccccc21 (centres undefined)
  -0.8% | -3.1 | 2.1% | -5.0% | 0.8% | 83.0%[activator] | -12.1% | -13.9% | -3.3%
- COc1ccc(NC(=O)Nc2cccc3c2O[C@H](CN(C)S(=O)(=O)c2ccccc2)[C@@H](C)CN([C@H](C)CO)C3=O)cc1
  -2.5% | 0.4 | . | . | 4.9% | -3.2% | . | -15.0% | -5.1%
- Cc1ccc(N(CC(=O)NCc2ccncc2)S(C)(=O)=O)cc1
  7.0% | -2.9 | -3.0% | 13.9% | -17.3% | 2.5% | 0.0% | -7.4% | 0.0%
- CC(=O)Nc1ccc(NC(=O)C(C)OC(=O)c2ccc3[nH]c(C)c(C)c3c2)cc1 (centres undefined)
  -7.7% | -17.9 | . | . | 0.7% | -9.2% | . | 0.7% | -1.9%
- O=C(CCCOc1ccccc1)Nc1nnc(C2CCCO2)s1 (centres undefined)
  -1.4% | -4.7 | -6.4% | -11.0% | ? | ? | 31.6µM* | ? | -2.6%
- COc1ccc(-c2cc(C)no2)cc1S(=O)(=O)NCCCN1CCN(c2ccccc2)CC1
  -14.7% | 1.4 | -2.3% | -8.9% | -0.8% | -24.2% | -1.9% | -4.1% | -3.5%
- O=C(NC1CCN(Cc2ccccc2)CC1)c1ccccc1Cl
  40.0% | -6.5 | 0.3% | -2.5% | -6.2% | -3.3% | 2.9% | -4.5% | -2.9%
- Cc1cc(C)nc(NS(=O)(=O)c2ccc(N=Cc3c(C)[nH]n(-c4ccccc4)c3=O)cc2)n1
  -0.4% | -6.0 | 2.5% | -13.6% | -3.2% | 106.6%[activator] | -0.7% | -8.4% | -0.9%
- CN(Cc1ccccc1)C(=O)c1cc(-c2ccc(Br)cc2)on1
  1.3% | -2.7 | -7.5% | -7.0% | -8.6% | -12.8% | 3.6% | -3.0% | 7.5%
- Cc1ccccc1Nc1c(-c2ccc(N3CCOCC3)cc2)nc2ncccn12
  -7.7% | -4.9&0.5 | -3.8%&-2.1% | 0.3%&2.3% | 4.8%&-20.1% | 38.8%&-6.0% | 1.9%&-2.5% | -10.1%&3.1% | 4.5%&-0.9%
- c1ccc(Cn2nnc3c(N4CCN(Cc5ccc6c(c5)OCO6)CC4)ncnc32)cc1
  -7.8% | -1.7 | -6.7% | 1.3% | -12.2% | -23.8%[58.9 µM] | -0.2% | -18.5% | -2.8%
- Cc1ccc(NC(NC(=O)OCCn2c([N+](=O)[O-])cnc2C)C(Cl)(Cl)Cl)cc1 (centres undefined)
  1.1% | . | -4.0% | -8.4% | . | . | 6.6% | . | .
- Cc1ccc(NC(=O)CCn2cc(C(F)(F)F)ccc2=O)cc1
  6.0% | -1.2 | -1.1% | -0.6% | -9.4% | 12.1%[58.9 µM] | 15.5% | -21.4% | -5.5%
- Cc1ccc(NS(=O)(=O)c2cccc(C(=O)N3CCOCC3)c2)cc1
  23.0% | -3.0 | -3.0% | -9.0% | 9.3% | 6.7% | 28.5% | -1.6% | -4.3%
- CCOC(=O)/C=C1\SCC(=O)N1CC(=O)NCc1cccc(Cl)c1
  9.6% | -1.6 | 1.4% | 3.9% | -3.8% | 120.8%[activator] | -0.1% | -18.2% | -1.7%
- O=C(Oc1ccccc1N1CCOCC1)c1ccccc1
  -1.6% | -1.7 | -1.4% | -4.7% | -0.6% | 20.2% | ? | -20.1% | -0.8%
- CC(=O)Nc1ccc(C(=O)NC2CCSc3ccccc32)cc1 (centres undefined)
  -6.7% | -10.7 | -0.4% | -17.1% | -4.0% | 16.9% | 2.5% | -19.7% | -0.1%
- COc1ccccc1N/C(N)=N/c1nc(C(F)(F)F)cc(=O)[nH]1
  9.6% | 0.8 | -20.4% | -11.8% | 1.1% | -3.7% | -11.8% | -23.5% | -5.4%
- Cc1cc(-n2c(C)cc(C(=O)CSc3nncn3C)c2C)no1
  34.7% | -4.1 | . | . | -2.0% | 21.3% | . | -12.6% | -2.4%
- CCO[C@@H]1OC(C(=O)Nc2ccccc2)=C[C@H](c2ccccc2)[C@H]1CCCO
  -4.3% | -2.9 | -2.7% | -8.6% | -0.7% | 11.6% | -1.0% | -3.9% | -3.6%
- CN(Cc1ccccc1)c1ccc(-c2nc(-c3cccnc3)no2)cc1[N+](=O)[O-]
  . | -4.2 | -5.1% | -9.4% | -8.7% | -8.1% | -11.5% | -7.7% | -1.2%
- Cn1c(=O)c2ncn(CC(=O)NCCOCc3ccccc3Cl)c2n(C)c1=O
  ? | -9.4 | -11.7% | 4.6% | -5.3% | 11.1% | 0.8% | -0.9% | -1.0%
